5HT1a ag: agonists of human 5-HT1a serotonin receptor; activation, % at 10 µM; 65,000 tested, 0.56% active; P08908; CHO 5-HT1a Ga15 NFAT-bla reporter, FRET ratio; 0% basal, 100% maximal reference agonist;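 active = activation above the screen-wide mean activation plus 3 SD, cut at about 19% in these data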;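 also: 0% = DMSO wells and 100% = 5-CT at EC100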
NADH enzymes: inhibition of NAD/NADH coupling enzymes, library profiling; AID 774; coupled PK/LDH NADH assays, four targets; 65,000 tested, 0.02% active; IC50, µM (titrated, usually from 10 µM), inactives show at the top dose inhibition;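 active = single-dose screening hits from any of four coupled enzyme assays that gave an IC50 when retested across doses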;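 also: the DPM-DC format reads NADH fluorescence rather than 340 nm absorbance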
E coli RNAP: Escherichia coli RNA polymerase inhibition; E. coli RNA polymerase, fluorescence transcription assay; inhibition, %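 (tested at 10 µM)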; 62,000 tested, 0.2% active; AID 559; in the data active = inhibition above about 20%;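 also: 0% = enzyme without compound and 100% = no enzyme blank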
Target sequence (P0A8V2 whole entry, looked up): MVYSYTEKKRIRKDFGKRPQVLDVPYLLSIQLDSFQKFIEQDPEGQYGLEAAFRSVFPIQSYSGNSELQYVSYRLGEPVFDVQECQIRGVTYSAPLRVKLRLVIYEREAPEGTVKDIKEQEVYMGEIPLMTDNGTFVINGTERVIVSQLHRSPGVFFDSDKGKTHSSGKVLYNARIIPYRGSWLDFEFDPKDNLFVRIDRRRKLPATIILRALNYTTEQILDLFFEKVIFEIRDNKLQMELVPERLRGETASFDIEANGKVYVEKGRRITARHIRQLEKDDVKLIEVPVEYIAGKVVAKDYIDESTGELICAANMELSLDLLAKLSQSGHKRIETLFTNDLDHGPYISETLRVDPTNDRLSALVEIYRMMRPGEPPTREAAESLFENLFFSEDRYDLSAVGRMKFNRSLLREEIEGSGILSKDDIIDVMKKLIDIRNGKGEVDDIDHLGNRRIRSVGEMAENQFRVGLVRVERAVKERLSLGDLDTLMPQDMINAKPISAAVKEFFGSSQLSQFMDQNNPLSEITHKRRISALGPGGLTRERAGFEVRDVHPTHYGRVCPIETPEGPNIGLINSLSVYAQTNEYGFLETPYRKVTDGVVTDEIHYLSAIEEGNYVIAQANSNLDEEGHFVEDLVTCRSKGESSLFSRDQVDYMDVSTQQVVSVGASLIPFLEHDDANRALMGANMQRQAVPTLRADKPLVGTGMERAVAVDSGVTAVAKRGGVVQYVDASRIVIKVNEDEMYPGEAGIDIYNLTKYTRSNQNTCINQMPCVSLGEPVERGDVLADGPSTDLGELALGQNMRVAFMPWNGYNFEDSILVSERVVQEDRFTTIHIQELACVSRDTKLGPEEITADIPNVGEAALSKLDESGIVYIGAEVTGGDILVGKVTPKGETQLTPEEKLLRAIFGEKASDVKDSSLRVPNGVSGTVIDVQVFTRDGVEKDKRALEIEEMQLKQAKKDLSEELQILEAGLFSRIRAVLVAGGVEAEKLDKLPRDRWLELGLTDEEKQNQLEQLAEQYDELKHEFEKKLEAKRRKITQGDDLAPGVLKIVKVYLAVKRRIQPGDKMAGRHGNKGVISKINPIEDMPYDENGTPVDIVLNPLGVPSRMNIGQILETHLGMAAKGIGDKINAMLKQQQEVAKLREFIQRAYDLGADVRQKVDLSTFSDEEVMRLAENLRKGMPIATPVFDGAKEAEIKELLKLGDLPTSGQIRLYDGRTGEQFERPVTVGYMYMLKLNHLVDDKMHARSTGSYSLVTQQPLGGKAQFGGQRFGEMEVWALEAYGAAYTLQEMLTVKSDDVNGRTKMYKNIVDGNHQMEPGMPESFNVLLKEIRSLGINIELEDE
Fluor 339 460: intrinsic fluorescence of library compounds, ex339/em460 – biochemical, MLSMR library, data from DPM-DC assay, artefact control, profiling panel; compound autofluorescence, ex339/em460 nm, NADH buffer; hits give high values; 1 = no-compound wells, NADH background; fluorescence fold increase at 10 µM; 65,000 tested, 5.5% active;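 active = at 10 µM, mean starting fluorescence two-fold or more over control wells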;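 also: signal is the first read of a kinetic run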
Her2 expr inh: Her2 kinase expression inhibition. P04626. SKBR-3 HER2 protein level, AlphaScreen, 18-24 h; hits give low values. HER2 level % of control, % at 10 µM. 65,000 tested, 0.69% active. AID 645;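 active = HER2 level under 5% of the carrier-only control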;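 also: 100% = DMSO carrier and 0% = 500 nM PU-H71 HSP90 inhibitor; lower value means stronger loss of Her2 protein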
M1 antag: antagonists of rat M1 muscarinic receptor; 64,000 tested, 3.4% active; CHO-M1 cells, Fluo-4 calcium, ACh EC80 antagonist mode; hits give low values; AID 628; B-score at 10 µM;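 active = calcium fluorescence response, raw or row-and-column corrected B-score, differing from the plate sample mean either way at a set confidence level, mostly lower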
M1 ag: M1 muscarinic receptor agonism. CHO-M1 cells, Fluo-4 calcium fluorescence, agonist mode; hits give high values. AID 626. 64,000 tested, 3% active. B-score at 10 µM;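 active = fluorescence rise, raw or as B-score row- and column-corrected plate score, outside the 99.7% band of its plate's samples, either direction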
D1 allo mod: allosterically modulates the human D1 dopamine receptor. HEK293 D1, CRE-luciferase, dopamine EC30 potentiation; actives deviate in either direction. P21728. 58,000 tested, 5.9% active. B-score at 10 µM;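 active = luminescence count or its row- and column-corrected plate score outside the 99.7% band of the plate's sample wells, on either side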
Hsp90 block: displaces geldanamycin probe from tumor Hsp90; P07900; NCI-N417 lysate Hsp90, Cy3B-geldanamycin FP displacement; inhibition, % at 30 µM; 64,000 tested, 0.35% active; AID 429;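 active = inhibition above 50%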;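 also: 0% = tracer plus lysate wells and 100% = tracer alone without lysate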
The depositor's hits bear a star; nt = no result given; [ ] = another dose, or the depositor's remark. An unsorted share of the library; any-hit rate near 16%.

A first look (two entries):
SMILES | 5HT1a ag | NADH enzymes | E coli RNAP | Fluor 339 460 | Her2 expr inh | M1 antag | M1 ag | D1 allo mod | Hsp90 block
O=C1NCC2=C1C(c1ccccc1)Nc1ccccc1N2 (centres undefined) | -5.7 | 4% | 6 | 1.1 | 76 | -0.76 | -0.6 | -0.81 | -3
CCOc1ccc(N2C(=O)CC(NCCc3ccncc3)C2=O)cc1 (centres undefined) | -2.5 | 3% | 4 | 1.1 | 107 | 0.26 | 0.51 | 0.073 | -5

The listing, from the first entry:
SMILES | 5HT1a ag | NADH enzymes | E coli RNAP | Fluor 339 460 | Her2 expr inh | M1 antag | M1 ag | D1 allo mod | Hsp90 block
O=C1NCC2=C1C(c1ccccc1)Nc1ccccc1N2 (centres undefined) | -5.7 | 4% | 6 | 1.1 | 76 | -0.76 | -0.6 | -0.81 | -3
CCOc1ccc(N2C(=O)CC(NCCc3ccncc3)C2=O)cc1 (centres undefined) | -2.5 | 3% | 4 | 1.1 | 107 | 0.26 | 0.51 | 0.073 | -5
CC(C)(C)C(=O)NC(C(N)=O)=C(Cl)Cl | 0.4 | 2% | nt | 1.1 | 97 | 1 | 0.36 | 0.31 | 0
CCOC(=O)CNC(=O)CSc1nc(C)cc(C)c1C#N | 0.8 | 9% | 3 | 1.1 | 120 | -0.049 | 0.019 | -0.16 | 2
CCSc1n[nH]c(=O)[nH]c1=O | -0.6 | 2% | nt | 1.1 | 118 | nt | nt | 0.38 | 0
Cc1ccc(CNc2ccc(N3CCOCC3)c(C(=O)O)c2)s1 | -2.4 | 4% | 3 | 2.4* | 95 | 0.19 | -0.079 | -0.31 | -2
Fc1ccc(CSc2nnc(-c3cccnc3)n2Cc2ccco2)cc1 | -4.4 | 2% | 5 | 1.1 | 111 | -1.3 | -0.92 | 0.18 | nt
O=S(=O)(Nc1nc2ccccc2[nH]1)c1ccccc1 | -1.6 | 1% | 6 | 1.1 | 121 | -5.1* | 0.01 | 0.061 | 1
COc1ccc(S(=O)(=O)CCC(=O)Nc2c(C)n(C)n(-c3ccccc3)c2=O)cc1 | -2.8 | 1% | 6 | 1.1 | 90 | 0.33 | 1.4 | -1.9 | -5
Cc1c(C(=O)N2CCOCC2)sc(NC(=O)c2ccc3c(c2)OCO3)c1C#N | 0.5 | 11% | 11 | 1.1 | 130 | -0.41 | -0.96 | -0.39 | 2
O=C(Oc1ccc(OC(=O)N2CCCCC2)cc1)c1ccccc1 | -0.1 | 3% | -4 | 1.1 | 113 | -2.9* | -0.083 | -0.46 | 5
C=CCn1cc(C(=O)NCC2CCCO2)c(=O)c2cc(S(=O)(=O)N3CCCCCC3)ccc21 (centres undefined) | 0.5 | 5% | 5 | 1.1 | 106 | 0.062 | -1.2 | -1.2 | -4
COc1ccc(-c2cc(C(F)(F)F)nc(SCC(=O)N3CC(C)OC(C)C3)n2)cc1OC (centres undefined) | 1.2 | 4%[fluoresces] | 1 | 3.5* | 77 | -0.18 | 0.33 | 6.2* | 0
Cn1nnnc1SCCNCc1cccnc1 | -3.5 | 4% | -4 | 1.1 | 89 | -0.91 | -0.25 | 0.067 | 1
CN1C(=O)C2C=CC1C1C(=O)N(c3ccccc3)C(=O)C21 (centres undefined) | -0.5 | 7% | 2 | 1.1 | 122 | -0.05 | 1.2 | 2.1 | 2
CCN1CCN(c2cc(C)c3cc(NC(=O)c4ccncc4)ccc3n2)CC1 | -0.1 | 2% | 6 | 1.1 | 96 | -0.56 | 0.34 | -0.072 | -4
Cc1nc2c(C(=O)NCc3ccc(F)cc3)c[nH]n2c(=O)c1Cl | 1.4 | 12% | 7 | 1.3 | 129 | 1.4 | 0.57 | 0.28 | -1
O=C(Cn1cccc1C(=O)c1ccccc1)NCc1ccco1 | -2.7 | 5% | 0 | 1 | 120 | -0.91 | -0.11 | -3.5* | -2
O=C(NCCN1CCN(c2ccccc2)CC1)C1CCCN(S(=O)(=O)c2cnc[nH]2)C1 (centres undefined) | 3.0 | 0% | -2 | 1.1 | 107 | 0.48 | -0.29 | -0.4 | -2
CCOC(=O)CSc1nc2cc(C(=O)NCC3CCCO3)ccc2c(=O)n1Cc1ccco1 (centres undefined) | 0.4 | 7% | 4 | 1.1 | 105 | -0.59 | 1.3 | 0.64 | -4
OCC12COC(c3ccccc3)N1C(c1ccccc1)OC2 (centres undefined) | -1.5 | 6% | 12 | 1.1 | 78 | 0.8 | 8.3* | -0.49 | 2
CCC(C)(C)NC(=O)C(c1ccc(F)cc1)N(Cc1ccco1)C(=O)CCC(=O)Nc1ccccn1 (centres undefined) | -3.4 | 2% | 6 | 1.1 | 84 | 0.29 | 0.67 | -0.18 | 4
O=C(CN(C(=O)CNS(=O)(=O)c1ccccc1)C1CCCC1)NCC1CCCO1 (centres undefined) | -2.0 | 2% | -1 | 1.1 | 112 | 0.66 | -0.14 | -1.1 | 1
O=C(NC1CCCCC1)N(Cc1nc2ccccc2c(=O)[nH]1)C1CCCC1 | -0.6 | 7% | 5 | 1.1 | 127 | 0.48 | 0.22 | 0.67 | -14
Cc1ccc(S(=O)(=O)N(C)CC(=O)NC2CC(C)(C)NC(C)(C)C2)cc1 | -1.8 | 3% | 6 | 1 | 88 | 0.068 | -0.22 | 0.61 | -3
CC(C)CC(=O)Nc1ccc(OCC(=O)O)cc1 | 0.4 | 2% | 7 | 1.1 | 104 | nt | nt | -0.092 | -3
Cc1ccc(OCc2nc(-c3ccccc3)no2)c(C)c1 | -2.1 | 1% | 4 | 1.1 | 88 | 0.12 | 1.4 | -0.068 | -1
COCCNC(=O)c1noc2c1CCc1cc(OC)ccc1-2 | -3.2 | 5% | -5 | 1.2 | 76 | -0.0098 | -1.3 | -0.048 | -4
O=C(Cn1c(-c2ccccc2)noc1=O)Nc1ccc(S(=O)(=O)N2CCOCC2)cc1 | -3.5 | 5% | nt | 1.1 | 77 | -1 | -1 | -0.13 | -4
C=CCn1c(C#N)c(N)sc1=N | -0.6 | 7% | 1 | 1.1 | 86 | 0.85 | 0.87 | -0.0099 | -2
O=C(CSc1ncc(-c2ccc(F)cc2)[nH]1)Nc1cccc(O)c1 | -0.7 | 5% | 11 | 1.1 | 90 | 0.00056 | -0.41 | 0.37 | -1
COC(=O)c1ccc(Cl)c(NC(C)=O)c1 | -5.3 | 2% | 1 | 1.1 | 87 | 0.34 | 0.16 | -0.36 | -2
CCCOC(=O)Nc1sc2c(c1C(=O)OCC)CCC2 | -0.6 | 5% | 4 | 1.1 | 84 | 0.49 | -0.2 | -0.017 | -2
Cn1c(=O)c2c(-c3ccccc3)n(Cc3cccnc3)cc2n(C)c1=O | -0.4 | 6% | 7 | 1.3 | 106 | 3 | -0.0055 | 0.33 | -3
CSc1nc2[nH]c3c(c2c2nnnn12)CCCC3 | 1.0 | 4%[fluoresces] | 2 | 2.3* | 83 | -1.2 | -0.0071 | nt | -7
COC(=O)[C@@H](NC(=O)N(C1CCCCC1)C1CCCCC1)C(C)C | -4.6 | 0% | nt | 1.1 | 86 | -0.058 | 1.1 | nt | -2
CCOC(=O)CSc1nnnn1-c1cccc2ccccc12 | -0.7 | 5% | 9 | 1.1 | 93 | 0.064 | 0.67 | nt | 3
O=C(NCCCn1ccnc1)c1cc(-c2ccc3c(c2)OCO3)on1 | 0.3 | 4% | -5 | 1.1 | 88 | -0.023 | 1.3 | 0.39 | -3
COCCOC(=O)C1=C(C)NC2=C(C(=O)CC(C)(C)C2)C1c1cc2c(cc1Br)OCO2 (centres undefined) | 0.0 | 3% | 6 | 1.7 | 108 | 0.18 | 0.023 | 0.28 | 1
CC(NC(=O)c1ccc(F)cc1)C(c1cccs1)N1CCN(C)CC1 (centres undefined) | -0.3 | 3% | 13 | 1 | 106 | 0.22 | -0.43 | -1.1 | -1

Ordered by the number under Fluor 339 460 (largest number first): three from the list above
smiles	Fluor 339 460
CSc1nc2[nH]c3c(c2c2nnnn12)CCCC3	2.3*
COCCNC(=O)c1noc2c1CCc1cc(OC)ccc1-2	1.2
COC(=O)c1ccc(Cl)c(NC(C)=O)c1	1.1

Following part.
SMILES | 5HT1a ag | NADH enzymes | E coli RNAP | Fluor 339 460 | Her2 expr inh | M1 antag | M1 ag | D1 allo mod | Hsp90 block
COc1cc(C)c2occ(/C(C)=N\O)c2c1 | -1.5 | 2% | 0 | 1.2 | 81 | -0.62 | -0.55 | 1.7 | 0
CCNC(=O)CCn1nc(-c2ccc(Cl)cc2)c2ccccc2c1=O | -1.2 | 3% | 5 | 1.1 | 144 | -0.53 | 0.32 | nt | nt
CC1=CC(C)(C)Nc2ccc(OC(=O)c3cccnc3)cc21 | 17 | 8% | 4 | 1.1 | 65 | 0.32 | -0.16 | -0.55 | -2
Cc1cc(=O)oc2c(C)c(OCC(=O)N(C)C)ccc12 | -1.9 | 3%[fluoresces] | 8 | 3.4* | 109 | 0.25 | -0.17 | 0.93 | -1
CCCCSc1nc2c(cnn2-c2ccc(F)cc2)c(=O)[nH]1 | 0.8 | 2% | 1 | 1 | 85 | -2.9* | 0.039 | 7* | -1
O=C(O)CSCc1nc2ccccc2s1 | -1.6 | 4% | -1 | 1.1 | 94 | 0.11 | -0.87 | -0.54 | -4
Cc1cc(C)c2c(=O)n(-c3ccccc3)[nH]c2n1 | -0.3 | 3% | -1 | 1 | 96 | 0.41 | 0.43 | -0.01 | 9
O=C(Nc1ccc(F)cc1F)N1CCN(C/C=C/c2ccccc2)CC1 | -3.2 | 1% | 3 | 1.1 | 98 | -0.23 | -1.6 | -1.1 | 0
COC(=O)CSc1nc2c(c(=O)[nH]c(=O)n2C)n1CCC(C)C | -1.0 | 2% | nt | 1 | 101 | 0.54 | 0.46 | 5.2* | -2
CC(=O)CC(=O)Nc1cccc2c1CCCC2 | -1.7 | 5% | 9 | 1.1 | 105 | 0.42 | 0.0024 | -0.0065 | -1
Clc1cccc(N2CCN(CCNc3nc4ccccc4n4cnnc34)CC2)c1 | 6.0 | 5% | 7 | 1.1 | 89 | 0.45 | -0.94 | nt | -5
CCOC(=O)N1CCN(C(=O)N2CCOCC2)CC1 | -0.2 | 5% | 9 | 1.1 | 103 | 0.018 | -2 | -0.28 | -9
CCN(CC)S(=O)(=O)c1cccc(C(=O)NC(C(=O)NC2=NCCS2)C(C)C)c1 (centres undefined) | -0.7 | 5% | 0 | 1.1 | 89 | 1 | -0.45 | -1 | -2
O=C(Cn1cnc2ccccc2c1=O)N1CCN(Cc2ccccc2)CC1 | -1.4 | 7% | nt | 1.1 | 77 | nt | nt | 0.53 | 1
COc1cc2c(=O)n(Cc3ccccc3)c(=O)n(CC(=O)NCc3ccco3)c2cc1OC | 0.2 | 5% | 9 | 1.9 | 88 | -0.09 | 0.39 | -0.4 | -3
Cc1noc(C)c1S(=O)(=O)N1CCC(Cc2ccccc2)CC1 | -1.8 | 0% | 3 | 1.1 | 87 | -0.18 | 0.43 | 1.5 | -4
O=C(CSc1nnc(C2COc3ccccc3O2)o1)N1CCCCC1 (centres undefined) | -2.2 | 8% | 11 | 1 | 87 | 1.5 | -0.0053 | 0.015 | 1
CC(C)(C)NC(=O)c1ccccc1-c1nc(-c2ccccc2Cl)no1 | -1.6 | 8% | 3 | 1.1 | 102 | -0.45 | 1.1 | 0.56 | -4
Cc1noc(C)c1S(=O)(=O)N(CC(=O)O)c1ccc2c(c1)OCO2 | -4.8 | 8% | 8 | 1.1 | 95 | 1.1 | 0.23 | nt | 20
Cc1ccc2oc3c(c(=O)c2c1)C(c1cccc(Cl)c1)N(CCCN1CCOCC1)C3=O (centres undefined) | 1.7 | 5% | 3 | 1.1 | 83 | -0.7 | 0.046 | 1.4 | -2
COc1ccc(NC(=O)C2CCN(C(=O)NC3CCCCC3)CC2)c(OC)c1 | -1.6 | 7% | 3 | 1.1 | 93 | -0.32 | -0.67 | 0.03 | 6
CCCCN(Cc1cc2cc(OC)ccc2[nH]c1=O)C(=O)c1ccccn1 | -4.8 | 3%[fluoresces] | 8 | 2.5* | 102 | 0.18 | 0.26 | 0.89 | 0

Screening data (PubChem BioAssay)
